Screens: PubChem BioAssay, several laboratories
M. tuberculosis GlmU = inhibition of mycobacterial GlmU enzyme – biochemical, glucosamine-1-phosphate acetyltransferase (AID 1376); M. tuberculosis GlmU acetyltransferase enzyme assay; higher % means a stronger effect; one-dose inhibition, %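 (tested at 30 µM in the primary screen)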; IC50 in µM for titrated hits; 0.25% of 220,000 active; in the data active = inhibition above about 13%;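 note: 0% = complete reaction with vehicle and 100% = reaction without substrate; strong numbers were not always called active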
Mtb RmlCD inh = inhibitors of Mycobacterium tuberculosis RmlC and RmlD coupled enzymes; P9WH09+P9WH11; inhibition, % at 3.6 µM; AID 1533; 0.03% of 160,000 active; RmlC+RmlD coupled enzyme assay, percent inhibition; primary screen in compound mixtures; in the data active = inhibition mostly above about 34%, no sharp cut-off; note: some results filed as inactive read as strong as hits
Target sequence (P9WH09 whole entry, looked up): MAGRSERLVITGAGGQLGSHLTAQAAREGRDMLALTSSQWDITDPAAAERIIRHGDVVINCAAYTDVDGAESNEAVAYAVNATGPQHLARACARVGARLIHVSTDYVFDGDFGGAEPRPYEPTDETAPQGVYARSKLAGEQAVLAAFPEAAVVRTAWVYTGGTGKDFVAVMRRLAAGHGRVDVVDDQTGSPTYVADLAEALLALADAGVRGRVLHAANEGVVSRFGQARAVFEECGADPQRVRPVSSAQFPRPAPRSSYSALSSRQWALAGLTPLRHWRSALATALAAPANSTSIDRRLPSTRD
Target sequence (P9WH11 whole entry, looked up): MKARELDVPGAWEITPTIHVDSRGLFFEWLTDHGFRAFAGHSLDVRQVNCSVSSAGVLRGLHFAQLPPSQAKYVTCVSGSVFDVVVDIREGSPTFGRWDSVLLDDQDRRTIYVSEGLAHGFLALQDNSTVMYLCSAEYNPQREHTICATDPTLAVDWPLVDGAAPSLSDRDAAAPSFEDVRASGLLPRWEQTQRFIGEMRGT
* marks the source's active call; other numbers are inactive results; / = not tested or not shown. The list is partial. The share of hits here may be higher or lower than overall.

molecule,M. tuberculosis GlmU,Mtb RmlCD inh
CN1CC2(C)OC(=O)C(Cl)=C2CC1c1ccccc1 (stereo not given),3.4%,/
O/N=C1\CCCCc2ccccc21,4.1%,13
CCOC(=O)c1ccc(N=C(C)c2c(O)[nH]c(=O)[nH]c2=O)cc1,4.4%,-2
Cc1ccc(-c2nc3s/c(=C\c4ccco4)c(=O)n3n2)cc1,-0.6%,-1
O=C(Nc1ccccc1)N(Cc1ccc2c(c1)OCO2)Cc1nc2ccccc2c(=O)[nH]1,6.0%,/
COc1ccc(Br)cc1C(=O)Nc1cccc(NC(=O)c2ccco2)c1,1.5%,-9
Cc1ccc2c(c1)CCCN2C(=O)c1cc2ccccc2oc1=O,0.7%,/
CC1CCCCN1CCNC(=O)Cn1nc(-c2ccccc2)ccc1=O (stereo not given),2.3%,2
COc1ccc(NC(=O)CN2CCCCC2)cc1,3.0%,-8
CCOc1cc(NC(=O)c2cnccn2)c(OCC)cc1NC(=O)c1cccc(F)c1,4.3%,12
CCSc1nc2c(c(=O)[nH]1)C(c1ccccn1)C1=C(CC(C)(C)CC1=O)N2 (stereo not given),0.6%,/
CCn1c(=O)n(CC)c2cc(S(=O)(=O)Nc3cc(C)cc(C)c3C#N)ccc21,-5.1%,1
COc1ccc(C2=NN(CCC(=O)NCc3cccs3)C(=O)CC2)cc1,-4.1%,8
O=C(Nc1ccc(F)cc1)c1cc(Cl)sc1Cl,/,4
CCNc1nc(NCC)nc(N(n2cnnc2)S(=O)(=O)c2ccc(C)cc2)n1,3.6%,-1
O=C(O)CC(NCc1ccco1)C(=O)OCCCl (stereo not given),-0.4%,-6
CC1(C)c2[nH]c3ccccc3c2C[C@@H]2C(=O)N(c3cc(F)ccc3F)C(=O)N21,-5.0%,/
COc1ccc(NC(=O)C(CC(C)C)NS(=O)(=O)c2ccc3c(c2)CCN3C(C)=O)cc1OC (stereo not given),4.0%,-5
CN(Cc1cc2ccccc2[nH]c1=O)C(=O)c1cccs1,3.0%,7
CC(C)(C)P(=O)(NCc1ccccc1)c1ccccc1 (stereo not given),9.3%,5
CCN1C(=O)CC(C(=O)OC)=C1C,-1.0%,-7
COc1ccccc1NNC(=O)C(O)(c1ccccc1OC)c1ccccc1OC,4.5%,2
COc1ccc(NC(=O)Cc2ccc(Cl)c(Cl)c2)cn1,-2.9%,-8
CN(C)C(CNC(=S)Nc1cccc(Cl)c1)c1cccnc1 (stereo not given),-4.3%,-2
CC1CCCC(NC(=O)COC(=O)c2cccc(NS(=O)(=O)/C=C/c3ccccc3)c2)C1C (stereo not given),2.1%,4
CN(Cc1ccccn1)Cc1nc(COc2ccccc2)no1,2.1%,-16
CCCn1cnc2c(=S)nc(N)[nH]c21,-1.8%,7
Cc1cccc(NC(=O)c2cc(NC(=O)C3CCCCC3C(=O)O)ccc2Cl)n1 (stereo not given),-4.3%,4
Cc1cc(=O)oc(C)c1C(=O)O,-0.1%,3
COC(=O)C1=CO[C@@H](C)[C@@H]2CN3CC[C@]4(C(=O)Nc5ccccc54)[C@@H]3C[C@H]12,-3.2%,/

The list goes on.
molecule,M. tuberculosis GlmU,Mtb RmlCD inh
COc1ccc(CCNC(=O)CC2SC(N)=NC2=O)cc1OC (stereo not given),-2.5%,-18
O=C(Nc1ccc(-c2nc3ccccc3[nH]2)cc1)c1cccc(N2C(=O)CCC2=O)c1,6.8%,0
Cn1c(C(=O)N2CCN(c3ccc(Cl)cc3)CC2)cc2c(=O)[nH]c3ccccc3c21,-2.0%,/
CCC(C)c1ccccc1NC(=O)c1cc2cccc([N+](=O)[O-])c2[nH]1 (stereo not given),1.2%,-2
COc1ccc(-c2csc(-c3cccs3)n2)c(OC)c1,2.4%,-4
O=C(Cn1cc([N+](=O)[O-])cn1)NCc1ccc(-n2cccn2)cc1,3.8%,/
C=CCNC(=O)C(C#N)c1nc2ccccc2nc1N1CCN(Cc2ccccc2)CC1 (stereo not given),-2.0%,-4
O=C(CCSc1nc(-c2ccco2)cc(C(F)(F)F)n1)NCC1CCCO1 (stereo not given),3.6%,31
CCOc1cc(/C=N/NC(=O)c2cccnc2)ccc1OCC(=O)N1CCOCC1,3.0%,42
COCC(=O)Nc1ccccc1C(=O)Nc1ccc(OC)cc1,-3.2%,-5
Cc1ccc(S(=O)(=O)NNC(=O)c2cccc(O)c2)cc1,-8.6%,1
CC(=O)Nc1ccc(NC(=O)CCn2c(=S)oc3ccccc32)cc1,-5.8%,15
CCCOc1ccc(-c2csc3ncn(Cc4ccc(C(=O)O)cc4)c(=O)c23)cc1,5.0%,-3
Nc1ccc(SCC(=O)Nc2cccc([N+](=O)[O-])c2)cc1,-4.7%,2
CCN(CC)S(=O)(=O)c1cc(C(=O)Nc2ccccc2[N+](=O)[O-])ccc1Cl,0.9%,1
CCN(CC(=O)NC(C)C)C(=O)c1ccc(Cl)cc1,5.3%,18
CCOc1ccc(CC2NCCc3cc(OCC)c(OCC)cc32)cc1OCC (stereo not given),-0.8%,2
COc1cc(/C=C/C(=O)c2ccc(C)c([N+](=O)[O-])c2)cc(OC)c1O,4.3%,4
Cc1cc(C)c(Nc2ncccc2C(=O)O)c(C)c1,2.9%,-5
COc1cc(/C=C/C(=O)Nc2cc(C(F)(F)F)ccc2Cl)cc(OC)c1OC,2.3%,-4
CCOC(=O)CC(NCc1ccc(OC)c(OCC)c1)c1ccc(C)cc1 (stereo not given),0.3%,/
CN(C)c1cc[n+](CC(=O)Nc2cc(C(F)(F)F)ccc2Cl)cc1,-7.9%,-6
CCN(CC)C(=O)CC(c1ccc2c(c1)OCO2)c1c(OC)cc(OC)c2ccc(=O)oc12 (stereo not given),3.7%,/
CCc1nnc(NC(=O)CCC(=O)NC2CCCCC2)s1,2.4%,/
CCCOC(=O)NC1C(NC(=O)OCCC)N(C)C(=O)N1C (stereo not given),7.5%,-2
CCOc1ccccc1NC(=O)c1cc(C(=O)c2cc(OC)ccc2O)coc1=N,-1.9%,5
Cc1cc(C(=O)NP(=O)(N2CC(C)OC(C)C2)N2CC(C)OC(C)C2)c(C)n1C1CC1 (stereo not given),-2.3%,-6
COc1ccc2c(c1)c(C(=O)CNc1nc(C)cs1)c(C)n2C,0.6%,1
CC(C)c1ccc(CN(C(=O)c2cc3ccccc3oc2=O)C2CCS(=O)(=O)C2)cc1 (stereo not given),-2.0%,/
COC(=O)/C(N=Nc1cccc(C(F)(F)F)c1)=C(\C)O,-3.0%,20

Profiles, looked up by structure.
O=C(CCSc1nc(-c2ccco2)cc(C(F)(F)F)n1)NCC1CCCO1 (stereo not given) as listed: M. tuberculosis GlmU: 3.6%; Mtb RmlCD inh: 31
CCCOc1ccc(-c2csc3ncn(Cc4ccc(C(=O)O)cc4)c(=O)c23)cc1 as listed: M. tuberculosis GlmU: 5.0%; Mtb RmlCD inh: -3

(further entries)
molecule,M. tuberculosis GlmU,Mtb RmlCD inh
O=C(Nc1ccc2c(c1)OCCO2)Nc1ccc2c(c1)OCO2,2.2%,25
CCn1c(C(=O)NC(C)c2ccc3c(c2)OCCO3)cc2sccc21 (stereo not given),5.0%,-8
COc1ccccc1/C=C/C1=NC(=C\C=C/c2ccccc2)/C(=O)O1,-3.8%,-3
CC1CCCN(c2ccc(N)cc2C(N)=O)C1 (stereo not given),-4.3%,-17
NC(=O)[C@@H]1CCCN1Cc1nc(-c2ccccc2)no1,3.9%,-9
COc1cccc(-c2cc3nc4c(c(NCC(C)(C)CN(C)C)n3n2)CCCC4)c1,2.8%,-11
COc1ccc(CN2C(=O)NC(=O)/C(=C/c3ccc([N+](=O)[O-])o3)C2=O)cc1,20%*,-11
Cc1noc(C)c1CSc1ccc2ccccc2n1,8.0%,/
COc1cccc(-n2cc3c(c2-c2ccccc2)c(=O)n(C)c(=O)n3C)c1,2.8%,-5
COc1ccc(N=C2SC(C(N)=O)CC(=O)N2Cc2ccc3c(c2)OCO3)cc1 (stereo not given),-2.9%,-11
C=CCNCCCOc1ccc(Cl)cc1Br,-0.4%,/
CN(C)c1nc(N)c2ncc(=S)[nH]c2n1,2.2%,-12
COC(CNC(=O)Cc1c(C)nc2c(-c3ccccc3)c(C)nn2c1C)OC,-2.8%,-1
CN1CCC(=O)N([C@H](CSc2ccc(Br)cc2)Cc2ccccc2)CC1,4.8%,/
C=CCSc1nnc(NC(=O)c2cccc(S(=O)(=O)N3CCOCC3)c2)s1,2.1%,-17
CCOc1ccc(-c2cc(C)[n+](CCN(CC)CC)c(-c3ccc(OCC)cc3)c2)cc1,-5.3%,/
CNc1nc2ccccc2n1/N=C/c1cccc(OC)c1OC,3.4%,6
Cc1ccc(CNS(=O)(=O)c2ccc3oc(C(=O)O)c(C)c3c2)cc1,2.1%,-5
O=C(c1ccc(Nc2cccc(C(F)(F)F)c2)nc1)N1CCCC1,-10%,6
CCOC(=O)NC(=O)c1cn(C(CC)CO)c(=O)[nH]c1=O (stereo not given),3.5%,/
Cc1ccc(C(=O)C(NC(=O)c2ccco2)N2CCOCC2)cc1 (stereo not given),-0.5%,-5
COc1ccc(CCNC(=O)CSc2nncn2N)cc1OC,-1.8%,1
NC(N)=NN=C1CCCCCCCCCCC1,-5.1%,/
O=C(NCCNc1ccc([N+](=O)[O-])cc1)c1ccco1,-6.2%,8
CCCCN(Cc1ccccc1)S(=O)(=O)c1ccc2c(c1)n(C)c(=O)c(=O)n2C,-7.0%,-7
COCCn1nnnc1CN1CCC(NC(=O)Nc2cccc(OC)c2)CC1,0.5%,/
O=C(NC(CO)c1ccccc1)c1ccco1 (stereo not given),-3.4%,-2
COc1cc(/C=C2/NC(=O)N(Cc3ccccc3F)C2=O)ccc1Oc1ccc([N+](=O)[O-])cn1,1.9%,-5
CCCc1nn(-c2cc(Cl)ccc2OC)c2c1C(=O)CCC2,7.7%,-6
CCC(=NCc1cccnc1)c1c(O)n(-c2ccc(Cl)cc2)c(=O)[nH]c1=O,0.7%,18

Molecules from the list above that have a thiophene ring, fused or not:
molecule,M. tuberculosis GlmU,Mtb RmlCD inh
COc1ccc(C2=NN(CCC(=O)NCc3cccs3)C(=O)CC2)cc1,-4.1%,8
O=C(Nc1ccc(F)cc1)c1cc(Cl)sc1Cl,/,4
CN(Cc1cc2ccccc2[nH]c1=O)C(=O)c1cccs1,3.0%,7
COc1ccc(-c2csc(-c3cccs3)n2)c(OC)c1,2.4%,-4
CCCOc1ccc(-c2csc3ncn(Cc4ccc(C(=O)O)cc4)c(=O)c23)cc1,5.0%,-3
CCn1c(C(=O)NC(C)c2ccc3c(c2)OCCO3)cc2sccc21 (stereo not given),5.0%,-8

Shown with values under each structure: entries from further up
Results follow in this order: M. tuberculosis GlmU, Mtb RmlCD inh
- O=C(Nc1ccc2c(c1)OCCO2)Nc1ccc2c(c1)OCO2
    2.2%, 25
- CCn1c(C(=O)NC(C)c2ccc3c(c2)OCCO3)cc2sccc21 (stereo not given)
    5.0%, -8
- COc1ccccc1/C=C/C1=NC(=C\C=C/c2ccccc2)/C(=O)O1
    -3.8%, -3

Additional results follow:
SMILES,M. tuberculosis GlmU,Mtb RmlCD inh
Cc1ccccc1NC(=O)c1c(C)cc(=O)oc1C,0.9%,/
CC1CCN(C(=O)CNC(=O)Cc2ccccc2)CC1,1.8%,/
CCN1CCN(Cc2ccccc2C)CC1,2.9%,-6
CC(C)(C)c1ccccc1OCCCCN1CCCC1,1.4%,/
CC1C(C)C(O)(c2ccccc2)CCN1C (stereo not given),6.1%,/
O=C(N/N=C/c1cccnc1)c1ccccc1OCc1ccc(Br)cc1,5.3%,6
O=C(Nc1cccc2c1CCCC2)c1ccc(Br)o1,-0.1%,/
CC(C)(C)NC(=O)NC(=O)COC(=O)C1(C)CC1(Cl)Cl (stereo not given),1.2%,/
COC(=O)Cn1c(=NC(=O)c2ccc([N+](=O)[O-])s2)sc2cc(Br)ccc21,-1.9%,-6
O=C1NC(=O)N(c2ccc3c(c2)OCO3)C(=O)/C1=C/c1ccc(N2CCCCC2)o1,4.0%,49
O=C(N/N=C\c1cn(-c2ccccc2)nc1-c1ccccc1)c1ccc(Br)o1,/,7
Cc1ccc(CC(=O)NCCS(=O)c2ccc(Cl)cc2)cc1 (stereo not given),-5.0%,-6
CC(C)C(O)P(=O)(OCc1ccccc1)c1ccc(N(C)C)cc1 (stereo not given),6.7%,28
COc1ccc2[nH]cc(CCN(C)C)c2c1,-8.5%,-13
OCc1nnn(-c2ccccc2)c1CO,-1.2%,/
O=c1oc2ccccc2cc1-c1cn2cccnc2n1,10%,23
CN(C(=O)c1coc(=O)c2ccccc12)c1ccc(Br)cc1,-1.0%,12
CC(=O)c1c(N)c(C#N)c(C)n1-c1ccc(Br)cc1,1.4%,/
O=C(c1ccc(F)cc1)N1CCC(N2CCCCCC2)CC1,-3.3%,4
CCOC(=O)N1CCN(S(=O)(=O)c2cccc3nonc23)CC1,1.7%,0
O=C(N/N=C/c1ccc(Br)s1)c1ccc([N+](=O)[O-])cc1,-1.0%,7
COC(=O)c1sccc1OC(C)C(C)=O (stereo not given),-2.2%,-4
Cc1nc(N2CCN(C)CC2)c2cc(-c3ccccc3)sc2n1,-1.1%,5
Cc1nc2ncnn2c(C)c1CCC(=O)N1CCc2ccccc2C1,-1.6%,9
O=C(NCCSc1ccccn1)c1ccc(Cl)cc1,-3.5%,0

Later entries.
SMILES,M. tuberculosis GlmU,Mtb RmlCD inh
COC(=O)NNC(=O)c1ccc(C(C)(C)C)cc1,-2.8%,-6
Cc1[nH]c2ccccc2c1SCc1ccccc1,-4.9%,8
Cn1c(N)c(C(=O)COC(=O)C2=NNC(=O)CC2)c(=O)n(C)c1=O,-2.9%,-11
Nc1nc2nc(-c3ccccc3)cc(=O)n2[nH]1,-0.3%,5
